Screening data (PubChem BioAssay)
VEEV TC-83 Vero: inhibitors of VEEV TC-83 cytopathic effect, confirmation, Vero cells (AID 588727). inhibition, % at 20 µM, or IC50 in µM where a hit was titrated. Vero cells, VEEV TC-83 cytopathic effect inhibition; higher % means a stronger effect. 0.13% of 350,000 active; in the data active means a potency from the dose series; inconclusive means inhibition mostly from about 14% at the one dose, without a potency; inactive means the rest, 99 in 100 with inhibition below about 12%; further: strong numbers were not always called active
PhoP GFP inhibition: Inhibition of PhoP regulon, Salmonella typhi GFP reporter cells, confirmation, 4 h (AID 1850) | inhibition, % at 50 µM; hits with a dose series show IC50 in µM | 0.33% of 310,000 active | Salmonella Typhi PhoP-promoter GFP reporter, fluorescence, 4 h; higher % means a stronger effect; in the data active means a potency from the dose series; inconclusive means inhibition mostly from about 25% at the one dose, without a potency; inactive means the rest, 99 in 100 with inhibition below about 19%;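 further: 0% = induced wells with vehicle and 100% = uninduced wells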
M. tuberculosis HTS: M. tuberculosis growth inhibition, HTS (AID 449762); M. tuberculosis H37Rv growth inhibition, 7H9 media; higher % means a stronger effect; inhibition, % at 25 µM; hits with a dose series show IC50 in µM; 0.59% of 330,000 active; in the data active means a potency from the dose series; inconclusive means inhibition above about 70% without an active follow-up result;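 further: bacterial growth assessed after seven days of incubation; strong numbers were not always called active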
tuberculosis growth: growth inhibition of non-replicating M. tuberculosis (AID 488890); Mycobacterium tuberculosis non-replicating, growth inhibition; higher % means a stronger effect; one-dose inhibition, % at 25 µM; IC50 in µM for titrated hits; 0.39% of 320,000 active; in the data active means a potency from the dose series; inconclusive means inhibition mostly from about 82% at the one dose, without a potency; inactive means the rest, 99 in 100 with inhibition below about 76%;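 further: plate controls were DMSO cells for no effect and high antibiotic wells for full effect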
influenza NS1A: NS1A inhibition, H1N1 influenza, cell based functional assay (AID 504329); inhibition, % at 12.5 µM; hits with a dose series show IC50 in µM; 0.3% of 340,000 active; NS1A functional cell-based assay, percent inhibition; higher % means a stronger effect; in the data active means a potency from the dose series; inconclusive means inhibition above about 27% without an active follow-up result; further: strong numbers were not always called active
VEEV TC-83 Vero 10K pilot screen: second read-out of VEEV TC-83 Vero, no call of its own (marks repeat the call); inhibition, %; measured here: 10K pilot screen inhibition
Numbers without * were called inactive; i = inactive; ? = inconclusive; nt = no result given. Compounds were not picked by outcome, and some 1.5% of all compounds hit somewhere here.

SMILES | VEEV TC-83 Vero | PhoP GFP inhibition | M. tuberculosis HTS | tuberculosis growth | influenza NS1A | others
O=C(O)c1cc(NS(=O)(=O)c2ccc(NCc3ccccc3)c([N+](=O)[O-])c2)cc(C(=O)O)c1 | 0.7% | -2% | -12% | -2% | -21%
COc1ccccc1NC(=O)COC(=O)c1ccccc1SCC(=O)N1CCCC1 | 1.3% | -12% | 4% | 7% | 11%
CCCn1c(SCC(=O)N2CCN(c3ccccc3)CC2)nc2ccccc2c1=O | 2.7% | -2% | -3% | 5% | 5%
Cc1c(C)c2ccc(OCc3ccc(C(=O)O)o3)c(C)c2oc1=O | 2.6% | -1% | 1% | -1% | 0%
COc1ccc(Cc2nc3ccc(S(N)(=O)=O)cc3[nH]2)cc1OC | nt | -18% | 6% | 1% | nt
CCc1nnc(NC(=O)C2CCN(c3nccc(C)n3)CC2)s1 | 2.1% | -1% | 16% | 40% | -4%
Cc1ccc(NC(=O)/C=C/C(=O)O)c(NC(=O)c2ccccc2)c1 | i | -4% | 5% | -7% | 1%
COC(=O)c1c(NC(=O)CSc2nnc(Cn3nnc4ccccc43)n2C)sc(C)c1C | i | 8% | -9% | -13% | 0%
CCOc1ccc2oc(C(=O)NC3CC(C)(C)NC(C)(C)C3)c(C)c2c1 | 3.1% | -18% | -10% | 35% | -10%
Cn1c(CCNC(=O)c2ccco2)nc2ccccc21 | 1.2% | 5% | -2% | -17% | -5%
CC(C)(C)NC(=O)NC(=O)COC(=O)C1CCN(S(=O)(=O)c2cccs2)CC1 | 0.6% | nt | 6% | 12% | -4%
O=C(CNC(=O)c1nc[nH]c1C(=O)N1CCc2ccccc2C1)OCc1ccccc1 | 8.0% | 7% | 0% | 48% | -11%
Cc1cc(C)c(NC(=S)N(CCN(C)C)C(C)c2cccnc2)c(C)c1 (stereo unspecified) | i | 7% | 3% | -1% | -6%
Cc1ccc(NC(=O)C(c2ccccc2)c2ccccc2)nc1 | 1.9% | 1% | 0% | -9% | 1%
CN(Cc1ccccc1)C(=C(Cl)Cl)/C(=C1/NCCN1C)[N+](=O)[O-] | 0.4% | -2% | -4% | -15% | 2%
Cc1cccc(C)c1NC(=O)CN(C)C(=O)C1=COCCO1 | i | nt | 0% | 2% | -6%
CC(=O)Nc1ccc(Nc2ccccc2)cc1 | 8.2% | 4% | -4% | 23% | -4%
CCCCn1c(N)c(N(CC)C(=O)c2ccncc2)c(=O)[nH]c1=O | 5.7% | nt | -4% | 4% | -4%
COc1cc(NC(=O)c2cnc(NCc3ccccc3)nc2C)cc(OC)c1OC | 1.6% | -1% | -2% | -8% | -21%
O=C(/C=C/c1ccc(Br)cc1)c1ccc(NC(=O)c2ccco2)cc1 | i | -2% | 5% | 59% | -5% | VEEV TC-83 Vero 10K pilot screen=0.0
CCCn1c(SCC(=O)Nc2nnc(CC)s2)nnc1-c1ccncc1 | 2.4% | 2% | -4% | -4% | 3%
NC(=O)Cc1nc2scc(-c3ccccc3)c2c(=O)[nH]1 | i | 9% | -3% | -18% | nt
N#Cc1c2n(c3c(=O)n(Cc4ccccc4Cl)cnc13)CCCC2 | i | -2% | 5% | 17% | -2%
O=S(=O)(c1cccc2cccnc12)N1CCN(Cc2ccc3c(c2)OCO3)CC1 | 0.7% | -14% | 4% | 0% | -27%
Cc1ccc(NC(=O)c2sc(Cl)nc2-c2ccccc2)cc1 | i | -5% | 2% | 18% | 11%
COCCn1c(=NC(=O)CN2C(=O)CCC2=O)sc2cc(S(N)(=O)=O)ccc21 | 1.0% | 3% | 2% | -5% | -7%
Cc1cc(OCC(=O)Nc2ccccc2N2CCOCC2)c(C(C)C)cc1Cl | 5.1% | nt | 18% | 7% | -3%
COc1ccc(CCNC(=O)C(=O)NCCC2CCCCN2S(=O)(=O)c2cccs2)cc1 (stereo unspecified) | 7.1% | -7% | 6% | 15% | 11%
COC(=O)c1ccc(C)c(NC(=O)CCSc2ccc(C)cc2)c1 | i | 1% | 8% | 11% | 1%
COC(=O)c1c(NC(=O)/C=C/c2ccco2)sc2c1CCC2 | 0.7% | -3% | 4% | 0% | 0%

Reprinted at random: 6 entries already listed
SMILES | VEEV TC-83 Vero | PhoP GFP inhibition | M. tuberculosis HTS | tuberculosis growth | influenza NS1A | others
NC(=O)Cc1nc2scc(-c3ccccc3)c2c(=O)[nH]1 | i | 9% | -3% | -18% | nt
Cc1ccc(NC(=O)c2sc(Cl)nc2-c2ccccc2)cc1 | i | -5% | 2% | 18% | 11%
N#Cc1c2n(c3c(=O)n(Cc4ccccc4Cl)cnc13)CCCC2 | i | -2% | 5% | 17% | -2%
CCCCn1c(N)c(N(CC)C(=O)c2ccncc2)c(=O)[nH]c1=O | 5.7% | nt | -4% | 4% | -4%
COc1ccc(CCNC(=O)C(=O)NCCC2CCCCN2S(=O)(=O)c2cccs2)cc1 (stereo unspecified) | 7.1% | -7% | 6% | 15% | 11%
COC(=O)c1c(NC(=O)/C=C/c2ccco2)sc2c1CCC2 | 0.7% | -3% | 4% | 0% | 0%

Further compounds follow.
SMILES | VEEV TC-83 Vero | PhoP GFP inhibition | M. tuberculosis HTS | tuberculosis growth | influenza NS1A | others
Cc1ccc(C)n1NC(=O)c1cccc(Cl)c1 | 1.0% | 0% | 9% | 9% | 5% | VEEV TC-83 Vero 10K pilot screen=0.8
COc1ccccc1CCn1c(N)cc(=O)[nH]c1=O | 0.6% | -14% | 5% | 18% | -10%
O=C(NN=Cc1c(O)ccc2ccccc12)c1ccc2c(c1)OCO2 | 6.7% | nt | -2% | ? | 3%
Cc1ccc2c(c1)COc1c3ccc(C(=O)NC(C)C)cc3nn1-2 | 5.5% | 1% | 20% | -1% | 7%
CCCC1(c2ccccc2)NC(=O)N(CC(=O)Nc2cc(S(=O)(=O)N3CCOCC3)ccc2Cl)C1=O (stereo unspecified) | 4.7% | 32% | 2% | 27% | 1%
COC(=O)c1[nH]c2ccc(F)cc2c1NS(=O)(=O)c1ccc(OC)cc1OC | 4.6% | -1% | -8% | 0% | -9%
CCCCn1c(SCC(=O)NC(C)(C)C)nnc1-c1ccco1 | 4.5% | 5% | 1% | -16% | 2%
COc1ccc(NC(=O)COC(=O)Cc2ccsc2)c(OC)c1 | 8.6% | nt | 4% | 33% | 1%
O=C1N(Cc2cccc(Cl)c2)C[C@@H]2C[C@@H](c3ccco3)N3CCC[C@@]123 | 1.4% | 8% | -3% | 9% | -19%
O=C1OC(c2ccc(Cl)cc2)=N/C1=C\C=C\c1ccco1 | 1.3% | 1% | 58% | ? | 16%
Cc1cc(Nc2ccc(Br)cc2)nc(-c2ccccc2O)n1 | 10% | -11% | 6% | 18% | -4%
Cc1ccc(C(=O)N(C)c2nnc(-c3ccncc3)s2)cc1 | 0.7% | 8% | 3% | 19% | 3%
O=C(NC1CCCCC1)N1CCN(S(=O)(=O)c2ccc(F)cc2)CC1 | 0.1% | 11% | 6% | -9% | -6% | VEEV TC-83 Vero 10K pilot screen=0.4
O=C1c2cccc3cccc(c23)N1CN1CCN(c2ccccn2)CC1 | 1.3% | -10% | 4% | -2% | 3%
CN(CCNC(=O)c1c[nH]c2c1ccc1ccccc12)CCNC(=O)c1c[nH]c2c1ccc1ccccc12 | i | nt | nt | nt | 7%
Cc1cccc(S(=O)(=O)Nc2ccc3c(c2)OCCO3)c1 | 6.0% | -11% | 8% | 5% | -2%
CCOc1ccc(NS(=O)(=O)c2ccc3c(c2)CCN3C(=O)CCC(=O)O)cc1 | 0.8% | -5% | -13% | 8% | -10%
NCCc1c(C(=O)O)[nH]c2ccc([N+](=O)[O-])cc12 | i | 6% | -2% | -9% | 2%
C=CCSc1n[nH]c(-c2ccc(OCCCC)cc2)n1 | i | -11% | 16µM* | ? | -6%
O=C(NCCNC(=O)c1cc(Cl)ccc1Cl)c1cnccn1 | 0.2% | -2% | 5% | -11% | 8%
Cc1ccc(NC(=O)NC2(C(=O)NCc3ccco3)CCCCC2)cc1 | i | -4% | -4% | 0% | -12%
Cc1cccc2cc(C#N)c(SCC(=O)NCc3cccs3)nc12 | 0.5% | -4% | -5% | 6% | 6%
CCN1CCN(c2ccc(S(=O)(=O)N3CCOCC3)cc2NC(=O)C(C)Oc2ccc(F)cc2)CC1 (stereo unspecified) | i | nt | 1% | 12% | -17%
O=C(CCc1nnc(CCC2CCCCC2)o1)NCCc1cccnc1 | i | -1% | 4% | 43% | 4%
C/C(=N\NC(=O)c1cccc(F)c1)c1cccc(NC(=O)c2ccc(F)cc2)c1 | 0.4% | -8% | 3% | -7% | 2%
COc1ccc(CCNC(=O)c2ccc(CNS(=O)(=O)c3cc(C)ccc3C)cc2)cc1OC | 9.9% | 4% | -4% | 34% | 5%
COc1cc2ccccc2cc1C(=O)NC(=S)Nc1cccc(C(=O)O)c1 | 0.2% | 1% | 1% | 30% | nt
O=C(NCC(c1ccccc1Cl)N1CCCC1)c1ccc(N2CCCC2=O)cc1 (stereo unspecified) | 0.2% | nt | nt | nt | 3%
O=[N+]([O-])c1ccccc1CNCCc1ccc(F)cc1 | i | 1% | -5% | -4% | -4%
COCCCN1C(=O)N(c2ccccc2)C(=O)C1CC(=O)Nc1ccc(F)cc1 (stereo unspecified) | 2.1% | 10% | 2% | 1% | 16%
COc1cc(OC)cc(C(=O)OCC(=O)Nc2ccc3[nH]c(=O)[nH]c3c2)c1 | 1.8% | -2% | 0% | -15% | -15%
COCCCn1nnnc1SCC(=O)N1CCCC1 | 3.4% | -5% | -2% | 0% | -5%
Nc1c(C(=O)OCC(=O)Nc2ccc(Cl)cc2[N+](=O)[O-])[nH]c(=O)[nH]c1=O | i | 16% | 6% | 2% | 7%
NC(=S)N/N=C1\CC(n2nnn(-c3cccc(Cl)c3)c2=S)C2COC1O2 (stereo unspecified) | 0.6% | -29% | -10% | 10% | 5%
CCn1c(CNC(=O)COC)nc2ccccc21 | i | 0% | -6% | -28% | -3%
Cc1ccc(OCc2nnc(SCC(=O)c3ccccc3)n2-c2ccccc2)cc1 | 0.3% | -18% | -11% | 17% | 21%
O=C(CN1C(=O)NC2(CCCCCC2)C1=O)NCc1cccs1 | 0.4% | -2% | 3% | -24% | 5%
O=C(c1ccc([N+](=O)[O-])cc1)N1CCC(n2nnc3cc(F)ccc32)CC1 | 0.5% | 3% | 2% | 11% | -13%
CC(C)=CCC/C(C)=C/C(N)=O | 0.4% | -4% | -2% | -5% | -19%
COc1ccc(OC)c(C(C)NC(=O)Nc2ccccc2)c1 (stereo unspecified) | 0.3% | -10% | 6% | 22% | 5%
CCCOc1ccc(C(=O)CCC(=O)OCC(=O)Nc2ccc(OCC)cc2)cc1 | nt | 4% | -4% | 42% | nt
CCN1C[C@@H]2[C@@H]3C(=O)N(C)C(=O)[C@@H]3[C@](Cc3ccccc3)(C1=O)N2C(=O)c1ccc(F)cc1 | i | nt | nt | nt | 9%
CCOC(=O)C1CCN(C(=O)C2(NC(=O)NC3CCCCC3)CCCCC2)CC1 | i | -10% | 6% | 3% | 3%
COc1cc(C(=O)N(Cc2cc3cc(C)ccc3[nH]c2=O)CC2CCCO2)cc(OC)c1OC (stereo unspecified) | 7.3% | -9% | 50% | 10% | -4%
CCOC(=O)Cn1nc(/C=C/c2ccc(OC)cc2)ccc1=O | 1.2% | 1% | -2% | 6% | -5%
Cc1ccc(C)c(CNS(=O)(=O)c2c(C)[nH]c(C)c2C(=O)N2CCCCC2)c1 | i | -4% | -3% | 13% | -2%
O=C(CCc1c[nH]c2ccccc12)NC1CC1 | 0.5% | 2% | 2% | -13% | 3%
COCCN(Cc1cc2ccccc2[nH]c1=O)C(=O)c1ccccc1OC | 2.1% | 7% | 0% | 4% | -1%
CCOC(=O)c1cc2c(s1)-c1ccccc1CC2 | 6.1% | -10% | 6% | 12% | -11%
CCc1nnc(NC(=O)CSc2nnc(-c3cc4ccccc4cc3O)n2CC)s1 | 0.5% | 6% | -11% | 55% | -4%
CCOC(=O)c1cc(-c2ccccc2)n[nH]1 | 1.6% | 4% | -1% | 3% | -2%
Cc1csc(NC(=S)NC(=O)c2ccccc2)n1 | 2.0% | 13% | 8% | 21% | -2%
Cc1ccc(C(=O)NC2CCN(S(=O)(=O)c3ccc(F)cc3)CC2)cc1 | i | -1% | 4% | 9% | -2%
CCOC(=O)C1CCN(C(=O)c2cccnc2Oc2ccccc2)CC1 | i | -1% | 0% | -19% | -19%
O=C(COc1ccc2ccc(=O)oc2c1)OCc1ccccc1 | 0.5% | -2% | 64% | ? | -6%
